Rv3671c protease: inhibitors of M. tuberculosis serine protease Rv3671c. P9WHR9. inhibition, % at 5.96 µM. actives 0.048% (n = 320,000); in the data active = inhibition above about 38%;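 also: extracellular domain of Rv3671c used as enzyme; 0% = enzyme with DMSO and 100% = no enzyme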
TcdB inh: TcdB glycohydrolase inhibition | P18177 | TcdB glycohydrolase enzymatic assay, plate reader | inhibition, % at 9.99 µM | actives 0.24% (n = 350,000) | AID 652162; in the data active = inhibition above about 10%
Anthrax LF inh2: inhibitors of Bacillus anthracis lethal factor protease | inhibition, % at 10 µM | multiplex microsphere protease cleavage assay, LF | P15917 | actives 0.12% (n = 360,000); in the data active = inhibition above about 30%; inconclusive = no clear call, values can overlap the other calls; also: plate controls were buffer without enzyme for full effect and enzyme alone for no effect
Target sequence (P15917 whole entry, looked up): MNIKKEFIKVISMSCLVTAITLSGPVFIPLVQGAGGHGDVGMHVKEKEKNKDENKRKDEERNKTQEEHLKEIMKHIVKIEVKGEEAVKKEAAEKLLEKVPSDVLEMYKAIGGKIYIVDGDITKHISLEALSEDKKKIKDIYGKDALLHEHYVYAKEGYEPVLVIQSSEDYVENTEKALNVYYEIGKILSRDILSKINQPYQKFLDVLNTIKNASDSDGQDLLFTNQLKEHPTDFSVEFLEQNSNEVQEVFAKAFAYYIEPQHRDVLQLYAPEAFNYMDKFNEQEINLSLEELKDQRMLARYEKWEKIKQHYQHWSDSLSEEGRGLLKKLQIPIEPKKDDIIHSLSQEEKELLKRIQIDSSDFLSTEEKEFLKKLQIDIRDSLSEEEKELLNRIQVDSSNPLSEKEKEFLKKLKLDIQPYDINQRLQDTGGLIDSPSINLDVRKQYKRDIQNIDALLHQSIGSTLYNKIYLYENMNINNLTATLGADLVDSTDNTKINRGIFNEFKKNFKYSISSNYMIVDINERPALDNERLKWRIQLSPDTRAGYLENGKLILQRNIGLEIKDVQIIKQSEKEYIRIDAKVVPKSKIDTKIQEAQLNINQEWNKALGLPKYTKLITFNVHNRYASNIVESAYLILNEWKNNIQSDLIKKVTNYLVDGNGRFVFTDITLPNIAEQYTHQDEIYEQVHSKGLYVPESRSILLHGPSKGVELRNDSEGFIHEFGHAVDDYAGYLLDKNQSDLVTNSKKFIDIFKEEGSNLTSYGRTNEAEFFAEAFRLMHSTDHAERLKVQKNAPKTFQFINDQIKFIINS
3CLpro inhibitor: SARS-CoV 3CLpro protease inhibition; P0C6X7; recombinant SARS-CoV 3CLpro, quenched FRET peptide cleavage; inhibition, % at 6 µM; actives 0.14% (n = 290,000); AID 1706; in the data active = inhibition above about 12%
PfHsp40 rescue: rescue of PfHsp40-mediated yeast toxicity; S. cerevisiae expressing PfHsp40, growth rescue, ATP luminescence; growth rescue, % at 12.5 µM; actives 0.68% (n = 340,000); AID 504582; in the data active = growth rescue above about 28%, passing the limit was not always enough; inconclusive = no clear call, values can overlap the other calls;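 also: yeast W303a lacking pdr1 and pdr3 grown in galactose medium; growth measured after three days at 30 °C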
Vc quorum ag: quorum light induction in luxS cqsA deficient V. cholerae; V. cholerae BH1578 lux reporter, luminescence, 6 h; activation, % at 18.7 µM; actives 0.16% (n = 350,000); AID 588436; in the data active = activation mostly above about 9.7%, no sharp cut-off; inconclusive = no clear call, values can overlap the other calls; inactive = mostly below about 3.7%; also: not every result past the cut was called active; inactives centre near 0; reference of the scale not given here
Y pestis TopoI: inhibitors of Yersinia pestis topoisomerase I. Y. pestis Topo-I cleavage product accumulation, plate reader. activity, % at 10 µM. actives 0.064% (n = 360,000); in the data active = activity above about 50%, passing the limit was not always enough; inconclusive = no clear call, values can overlap the other calls; also: inactives centre near 2
DUSP3 inh: inhibitors of human VHR1 phosphatase (DUSP3); inhibition, % at 13.3 µM; AID 1654; actives 0.52% (n = 290,000); recombinant VHR phosphatase, pNPP absorbance; P51452; in the data active = inhibition above about 50%; also: some compounds called inactive have numbers as strong as hits
MazF activator: activators of E. coli MazEF toxin-antitoxin RNase. P0AE70. FAM/BHQ RNA-DNA oligo cleavage fluorescence, 5 h. activation, % at 20 µM. actives 0.32% (n = 350,000). AID 504720; in the data active = activation above about 50%
Target sequence (P0AE70 whole entry, looked up): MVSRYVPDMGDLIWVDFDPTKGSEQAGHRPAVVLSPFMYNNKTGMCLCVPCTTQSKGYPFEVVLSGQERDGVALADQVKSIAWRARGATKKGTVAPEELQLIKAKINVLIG
PriA SSB inh: K. pneumoniae PriA-SSBct interaction inhibition | inhibition, % at 33 µM | AlphaScreen SSBct-PriA binding, biotinylated peptide | actives 0.6% (n = 430,000); in the data active = inhibition mostly above about 37%, no sharp cut-off; inactive = mostly below about 20%;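 also: plate controls were negative control peptide for no effect and reference peptide for full effect; strong numbers were not always called active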
The depositor's hits bear a star; i = inactive; ? = inconclusive; / = no result given; & = joins results of further samples. These rows are one share of the data, so the mix of outcomes need not match the whole.

SMILES	Rv3671c protease	TcdB inh	Anthrax LF inh2	3CLpro inhibitor	PfHsp40 rescue	Vc quorum ag	Y pestis TopoI	DUSP3 inh	MazF activator	PriA SSB inh
CCOC(=O)C1CCCN(C(=O)c2ccncc2)CC1 (centres undefined)	/	1.0	-2	/	/	-0.5	-2	/	/	/
Cc1cccc(Nc2nc(NCC3CCCO3)nc(N)c2[N+](=O)[O-])c1 (centres undefined)	-1	0.7	-2	4	-1.2	-0.2	11	4	13	-5
C=CCNc1nnc(SCC(=O)Nc2ccccc2OC)c2ccccc12	-1	2.9	-1	4	-1.0	-0.1	3	26	6	-16
COc1cccc(-c2nc3c(c(SCC(=O)N4CCOCC4)n2)Cc2c(CO)cnc(C)c2O3)c1	-4	/	1	-2	-2.0	-0.3	32	11	19	10
O=c1cc(CN2CCN(Cc3ccccc3)CC2)c2cc3c(cc2o1)CCC3	-5	-0.4	-7	-1	0.4	7.1	14	4	-7	8
N#C/C(=C/c1ccco1)c1nc2ccccc2s1	-29	/	0	-10	11	-0.3	-3	8	65*	13
CCCN(C(=O)Cn1c(C(F)(F)F)nc2ccccc21)C1CCS(=O)(=O)C1 (centres undefined)	2	-4.8	-1	/	0.9	0.6	-2	/	1	-10
COc1ccccc1C(CNc1ncccc1[N+](=O)[O-])N(C)C (centres undefined)	5	0.6	0	-2	0.3	-1.3	7	-7	12	8
CCOC(=O)c1ccc(NC(=O)c2nc[nH]c2C(=O)NCCNC(=O)c2[nH]cnc2C(=O)Nc2ccc(C(=O)OCC)cc2)cc1	-3	-4.0	-6	/	0.4	-0.4	9	/	-206	-9
O=C(Nc1ccc2nc(-c3cccnc3)[nH]c2c1)c1ccco1	-6	2.6	-9	2	0.3	-0.3	-6	43	6	6
NS(=O)(=O)c1cc(C(=O)NC2CCSc3ccccc32)ccc1Cl (centres undefined)	-21	-0.2	-4	4	0.0	-0.3	-16	/	-8	-8
[O-]c1c[n+](-c2ccccc2)no1	1	-0.6	-4	-5	1.0	-0.5	6	6	7	1
C#CC(CC)(CC)NC(=O)/C=C/C(=O)O	4	0.2	32*	7	0.4	-0.1	-2	-7	3	-2
c1coc(CNCc2cccs2)c1	12	/	-10	-3	-0.8	-11	-2	3	7	11
C/C(=N\NC(=O)Cn1ccc(C(F)(F)F)n1)c1ccco1	-8	0.1	2	0	0.4	-0.6	5	5	0	/

An excerpt of the results above, for reference:
SMILES	Rv3671c protease	TcdB inh	Anthrax LF inh2	3CLpro inhibitor	PfHsp40 rescue	Vc quorum ag	Y pestis TopoI	DUSP3 inh	MazF activator	PriA SSB inh
O=c1cc(CN2CCN(Cc3ccccc3)CC2)c2cc3c(cc2o1)CCC3	-5	-0.4	-7	-1	0.4	7.1	14	4	-7	8
N#C/C(=C/c1ccco1)c1nc2ccccc2s1	-29	/	0	-10	11	-0.3	-3	8	65*	13
CCCN(C(=O)Cn1c(C(F)(F)F)nc2ccccc21)C1CCS(=O)(=O)C1 (centres undefined)	2	-4.8	-1	/	0.9	0.6	-2	/	1	-10
COc1ccccc1C(CNc1ncccc1[N+](=O)[O-])N(C)C (centres undefined)	5	0.6	0	-2	0.3	-1.3	7	-7	12	8
CCOC(=O)c1ccc(NC(=O)c2nc[nH]c2C(=O)NCCNC(=O)c2[nH]cnc2C(=O)Nc2ccc(C(=O)OCC)cc2)cc1	-3	-4.0	-6	/	0.4	-0.4	9	/	-206	-9
O=C(Nc1ccc2nc(-c3cccnc3)[nH]c2c1)c1ccco1	-6	2.6	-9	2	0.3	-0.3	-6	43	6	6
NS(=O)(=O)c1cc(C(=O)NC2CCSc3ccccc32)ccc1Cl (centres undefined)	-21	-0.2	-4	4	0.0	-0.3	-16	/	-8	-8
[O-]c1c[n+](-c2ccccc2)no1	1	-0.6	-4	-5	1.0	-0.5	6	6	7	1
C#CC(CC)(CC)NC(=O)/C=C/C(=O)O	4	0.2	32*	7	0.4	-0.1	-2	-7	3	-2
c1coc(CNCc2cccs2)c1	12	/	-10	-3	-0.8	-11	-2	3	7	11
C/C(=N\NC(=O)Cn1ccc(C(F)(F)F)n1)c1ccco1	-8	0.1	2	0	0.4	-0.6	5	5	0	/

Next part
SMILES	Rv3671c protease	TcdB inh	Anthrax LF inh2	3CLpro inhibitor	PfHsp40 rescue	Vc quorum ag	Y pestis TopoI	DUSP3 inh	MazF activator	PriA SSB inh
CC(=O)Nc1ccc(S(=O)(=O)N2CCC(N3CCCCCC3)CC2)cc1	-4	0.4	4	-4	0.6	i	2	40	-1	1
CN(C(=O)COC(=O)CCC(=O)c1ccc(Cl)cc1)c1c(N)n(Cc2ccccc2)c(=O)[nH]c1=O	-3	-1.2	/	/	-0.1	-5.6	30	/	1	-7
COc1ccc(S(=O)(=O)N2CCN(CCCOc3ccc(F)cc3)CC2)cc1OC	-3	1.3	14	-6	1.1	-0.2	28	2	1	12
Cc1ccc(C(=O)Nc2ccc3c(c2)C(=O)NC3=O)cc1	-94	-1.5	1	-7	-1.3	-0.3	6	13	-5	-17
COc1ccc(C(O)(CC(C)C)C(CN2CCOCC2)c2ccccc2)cc1 (centres undefined)	-4	1.2	-7	4	-1.1	i	31	10	0	7
COc1ccc(/C=C/c2ccc3cccc(O)c3n2)c(OC)c1OC	6	0.9	-5	-2	33*	2.6	19	10	0	-4
CC(=O)c1c(C)[nH]c(C(=O)N2CCN(c3ccc(F)cc3)CC2)c1C	-2	-0.7	-3	0	0.4	-0.2	-5	8	-3	-15
CCCCNC(=S)N(C)/N=C/c1ccc(OCC(=O)Nc2ccc(OC)cc2)c(OC)c1	-66	1.2	-1	2	-0.2	i	-5	-1	-5	i
Cc1sc(NC(=O)Cn2cnnn2)nc1-c1ccc(Cl)cc1	2	0.6	0	-2	1.8	-0.2	-6	4	9	-4
Cc1onc(-c2ccccc2)c1NC(=O)N(CCC#N)Cc1cccs1	0	-1.4	2	0	-1.2	0.3	-6	12	3	-2
O=C(Nc1ccc2c3c(cccc13)CC2)c1ccco1	-2	/	3	2	-0.8	i	-2	20	-8	12
NC(=O)c1ccsc1NC(=O)C1CCN(S(=O)(=O)c2cccs2)CC1	0	5.1	7	/	-0.6	i	-3	/	-1	-5
Cc1ccc2c(COC(=O)C34CC5CC(CC(C5)C3)C4)cc(=O)oc2c1	-2	/	2	2	-0.8	i	-4	-4	-5	1
C=C1CCC[C@]2(C)C[C@H]3OC(=O)C(CN4CC(C)OC(C)C4)[C@H]3C[C@@H]12 (some centres undefined)	5	0.9	0	0	-0.1	-1.8	18	7	-11	-11
CN(C)S(=O)(=O)c1ccc(N2CCOCC2)nc1	0	/	0	-3	-0.8	1.2	2	14	7	4
COc1cc(CNC(=O)CCC(=O)N2C[C@H]3C[C@H](C2)c2cccc(=O)n2C3)cc(OC)c1OC	-8	/	4	0	-0.5	-0.1	-1	16	-24	/
Cc1ccccc1-n1nc(C(=O)c2cccs2)cc(-c2nc3ccccc3[nH]2)c1=N	6	/	0	4	-2.1	i	-14	4	-7	16
O=C(c1ccc2c(c1)OCO2)N1CCc2ccccc21	3	-0.6	-9	-3	-0.6	-0.2	5	12	8	-19
O=C(CNC(=O)C12CC3CC(CC(C3)C1)C2)OCC(=O)N1CCCCC1	-2	2.8	0	/	-0.5	i	-2	/	-1	-10
COc1ccc(O)c(CNn2c(-c3ccc(Br)cc3)nc3ccccc3c2=O)c1	3	-0.5	2	-3	13	i	10	-7	8	3
CCOc1ccc(NC(c2ccccc2)P(=O)(OC)OC)cc1 (centres undefined)	0	0.4	-10	-3	-1.1	-0.3	-2	1	-8	14
CCn1nnnc1SCC(=O)N1CCc2ccccc21	-4	/	0	-3	-1.6	-1.4	-2	/	11	-13
CCc1nc2ccccc2n1Cc1ccccc1OC	-1	/	-3	3	0.9	-0.3	17	10	0	3
CN(C)CCCN1c2ccccc2Sc2ccc(Cl)cc21	13&9	-8.2&-1.5	-8&-2	3&-1	?	i	-17&-21	-11&34	17&17	29
COc1ccc(Br)cc1/C=C/C(=O)Nc1ccc(C)cc1	-73	/	-4	0	-0.9	-0.6	1	22	5	-9
CC(=O)Oc1ccc2c(=O)c(N3C(=O)c4ccccc4C3=O)c(C)oc2c1	-6	/	3	3	-0.6	i	-5	-7	7	-6
Cc1[nH]nc2c1C(c1cccs1)C1=C(CCCC1=O)N2 (centres undefined)	2	0.6	-2	3	-0.5	-1.4	10	2	2	8
CCc1ncc(CN2CCCCC2C(=O)Nc2ccc(Oc3ccccc3)nc2)cn1 (centres undefined)	-10	0.5	-2	4	0.6	-0.7	11	6	-3	-2
O=C(Nc1ccccc1N1CCCCC1)c1cnccn1	9	0.9	-2	3	0.1	0.8	28	20	3	-8
CC(=O)Nc1cccc(-c2cc(C)c3cc4c(cc3n2)OCO4)c1	/	2.3	-7	-5	1.1	-6.2	0	-47	8	2
COc1cccc(N(CC(=O)NC2CC3CCC2C3)S(=O)(=O)c2ccccc2)c1 (centres undefined)	2	-1.0	-8	0	-0.3	i	29	6	3	-25
Cc1ccc(S(=O)(=O)Nc2cccc(N(C)S(C)(=O)=O)c2)cc1[N+](=O)[O-]	3	0.2	-5	0	-0.8	i	-17	-19	-99	5
S=c1nc(-c2ccccc2)[nH]c2ccccc12	-6	0.2	-9	6	0.0	-0.6	-1	5	-8	-19
O=C(CNC(=O)c1ccc(Cl)cc1Cl)OCc1nnc(-c2ccccc2Br)o1	3	-0.2	-3	/	-1.1	i	25	/	8	-11
N#CCCN1CCN(S(=O)(=O)c2ccc(S(=O)(=O)NCC3CCCO3)cc2)CC1 (centres undefined)	2	0.1	-12	1	0.3	i	8	11	-2	-5
Cc1ccc(NC(=O)C(NC2CCCc3ccccc32)c2ccccc2)cc1Cl (centres undefined)	-18	/	-1	-2	0.7	-5.6	-6	2	-7	-43
Cc1ccc(C(=O)Nc2nnc(C)s2)cc1	-9	1.4	1	-1	-1.0	0.5	-9	21	-4	-1
CC1CCCC(NC(=O)c2cccc(N3CCCC3=O)c2)C1C (centres undefined)	-8	1.0	0	-3	-0.2	-0.2	-2	6	2	-2
CCOP(=O)(OCC)C(NC(=O)Nc1ccc(Cl)cc1)c1ccccc1 (centres undefined)	12	/	0	3	0.1	i	-9	9	-1	-13
COc1ccc(NS(=O)(=O)c2cc3c4c(c2)CCN4C(=O)CC3)cc1OC	-1	/	1	/	-2.0	i	5	/	4	6
COc1cccc(OC)c1OCCCOc1cccc2cccnc12	3	2.6	4	1	-1.1	2.4	4	30	0	-10
CCOC(=O)C1(NC(=O)C2(N3C(=O)c4ccccc4C3=O)CCCC2)CCCC1	/	0.1	3	/	0.2	-7.1	-2	/	-18	-12
Cc1ccc(S(=O)(=O)N2C[C@H]3C(=O)C[C@@H](c4ccc(Cl)cc4)N(S(=O)(=O)c4ccccc4C)[C@H]3C[C@H]2c2cccc(Cl)c2)cc1	/	0.0	-4	/	/	-0.6	0	/	-18	/
CCCn1c(=O)c(C(=O)Nc2cc(C)ccn2)c(O)c2ccccc21	2	0.6	4	1	9.3	i	1	8	-3	0

Screens from PubChem BioAssay.
